Bioassay records as filed in PubChem BioAssay.
GDH-TPI inh: GDH-TPI coupled enzyme inhibition counter-screen; inhibition, % at 4.8 µM; 1.2% of 360,000 active; GDH-TPI coupled enzyme counterscreen, NADH absorbance; in the data active = inhibition above about 30%;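 note: 0% = DMSO wells and 100% = wells lacking the enzyme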
FBA Mtb inh: inhibits M. tuberculosis FBA enzyme; purified M. tuberculosis FBA, fluorescence read-out; inhibition, % at 1 µM; P9WQA3; AID 588726; 2.3% of 360,000 active; in the data active = inhibition above about 27%;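 note: 0% = vehicle and 100% = reference inhibitor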
Target sequence (P9WQA3 whole entry, looked up): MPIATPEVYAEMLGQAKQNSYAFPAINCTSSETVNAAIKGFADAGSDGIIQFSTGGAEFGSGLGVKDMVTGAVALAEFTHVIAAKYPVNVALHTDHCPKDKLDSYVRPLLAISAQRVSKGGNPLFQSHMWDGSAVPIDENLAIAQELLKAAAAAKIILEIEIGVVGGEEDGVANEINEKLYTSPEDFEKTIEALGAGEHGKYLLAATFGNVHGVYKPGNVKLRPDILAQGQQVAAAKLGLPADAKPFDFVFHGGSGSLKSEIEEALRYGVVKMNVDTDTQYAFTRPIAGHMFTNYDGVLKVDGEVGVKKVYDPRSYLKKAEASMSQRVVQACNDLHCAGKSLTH
SARS 3CLpro inh: SARS-CoV 3CLpro protease inhibition; P0C6X7; recombinant SARS-CoV 3CLpro, quenched FRET peptide cleavage; inhibition, % at 6 µM; 0.14% of 290,000 active; AID 1706; in the data active = inhibition above about 12%
Mtb BioA inh: BioA (M. tuberculosis) enzyme inhibition. purified M. tuberculosis BioA enzyme, plate reader. 0.096% of 360,000 active. AID 602481. inhibition, % at 9.99 µM; in the data active = inhibition above about 40%
DUSP3 inh: blocks human VHR1 dual specificity phosphatase; recombinant VHR phosphatase, pNPP absorbance; inhibition, % at 13.3 µM; AID 1654; P51452; 0.52% of 290,000 active; in the data active = inhibition above about 50%; note: some compounds called inactive have numbers as strong as hits
Target sequence (P51452 whole entry, looked up): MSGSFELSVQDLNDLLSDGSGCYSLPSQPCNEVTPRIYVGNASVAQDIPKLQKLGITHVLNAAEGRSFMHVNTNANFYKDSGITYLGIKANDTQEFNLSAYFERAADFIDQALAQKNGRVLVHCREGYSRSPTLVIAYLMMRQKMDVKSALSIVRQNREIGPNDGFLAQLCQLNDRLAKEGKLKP
Mtb UGM inh: blocks M. tuberculosis UGM enzyme. P9WIQ1. purified UGM, fluorescence polarization probe displacement. inhibition, % at 10 µM. 0.06% of 320,000 active. AID 504406; in the data active = inhibition above about 10%, passing the limit was not always enough
Target sequence (P9WIQ1 whole entry, looked up): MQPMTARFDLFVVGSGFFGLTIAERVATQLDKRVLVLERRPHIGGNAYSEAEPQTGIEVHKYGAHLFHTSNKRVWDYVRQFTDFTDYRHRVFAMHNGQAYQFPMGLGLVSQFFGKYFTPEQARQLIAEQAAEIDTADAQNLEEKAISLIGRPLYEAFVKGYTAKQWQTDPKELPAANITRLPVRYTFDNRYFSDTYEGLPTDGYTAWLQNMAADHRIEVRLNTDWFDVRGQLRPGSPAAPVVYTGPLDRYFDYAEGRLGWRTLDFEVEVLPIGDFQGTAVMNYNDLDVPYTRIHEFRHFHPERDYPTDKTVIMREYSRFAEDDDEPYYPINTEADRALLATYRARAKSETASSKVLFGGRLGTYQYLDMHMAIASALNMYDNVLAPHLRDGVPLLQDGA
MazEF act: activators of E. coli MazEF toxin-antitoxin RNase; P0AE70; FAM/BHQ RNA-DNA oligo cleavage fluorescence, 5 h; activation, % at 20 µM; 0.32% of 350,000 active; AID 504720; in the data active = activation above about 50%
Target sequence (P0AE70 whole entry, looked up): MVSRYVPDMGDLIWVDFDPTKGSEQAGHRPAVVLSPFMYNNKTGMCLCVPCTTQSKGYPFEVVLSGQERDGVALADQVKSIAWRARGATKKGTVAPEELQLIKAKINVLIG
Vc quorum ag: quorum light induction in luxS cqsA deficient V. cholerae; V. cholerae BH1578 lux reporter, luminescence, 6 h; activation, % at 18.7 µM; 0.16% of 350,000 active; AID 588436; in the data active = activation mostly above about 9.7%, no sharp cut-off; note: not every result past the cut was called active; inactives centre near 0; reference of the scale not given here
Rv3671c inh: inhibits the M. tuberculosis serine protease Rv3671c; P9WHR9; inhibition, % at 5.96 µM; 0.048% of 320,000 active; AID 2606; in the data active = inhibition above about 38%;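 note: extracellular domain of Rv3671c used as enzyme; 0% = enzyme with DMSO and 100% = no enzyme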
PriA SSB inh: blocks PriA binding to SSB C-terminal tail; AlphaScreen SSBct-PriA binding, biotinylated peptide; 0.6% of 430,000 active; inhibition, % at 33 µM; in the data active = inhibition mostly above about 37%, no sharp cut-off; inactive = mostly below about 20%;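 note: plate controls were negative control peptide for no effect and reference peptide for full effect; strong numbers were not always called active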
* marks the source's active call; other numbers are inactive results; i = inactive; . = no result given; & = joins results of further samples; ! = not confirmed by another sample.

SMILES	GDH-TPI inh	FBA Mtb inh	SARS 3CLpro inh	Mtb BioA inh	DUSP3 inh	Mtb UGM inh	MazEF act	Vc quorum ag	Rv3671c inh	PriA SSB inh
CCOC(=O)Nc1ccc2c(c1)nc1n2CCN(CCOC)C1	5	36*	2	-2.0	-16	-0.3	5	i	3	1
NC(N)=Nc1ccc2[nH]c3c(c2c1)C[C@@]1(O)[C@H]2Cc4ccc(O)c5c4[C@@]1(CCN2CC1CC1)[C@H]3O5	14	4	.	0.7	.	3.1	3	-2.8	3	6
CCOC(=O)CNC=C(C(=O)OCC)C(=O)OCC	-5	0	-2	-0.7	24	4.3	-2	0.3	2	-11
CCOC(=O)N1CCc2cc(OC)c(OC)c3c2c1cc1cc(OC)c(OC)cc13	9	38*	.	.	.	.	10	i	.	14
CC1CCc2nc(N)c(C#N)c(-c3ccncc3)c2C1 (centres undefined)	12	7	-2	-1.4	7	0.5	5	.	3	-8
COc1cc(/C=C(\C#N)c2nc3ccccc3s2)cc([N+](=O)[O-])c1O	9	-10	-5	.	8	.	-4	-0.7	.	33
CSc1nccc(Nc2ccccc2)c1C#N	14	1	-1	0.8	32	-1.0	6	i	0	-16
COCCNCCCOc1ccc(C(C)(C)c2ccccc2)cc1	12	1	-2	0.4	3	.	-3	-0.2	-5	8
COc1ccc(CCNC2CC(=O)N(C)C2=O)cc1OC (centres undefined)	4	0	5	.	16	3.3	0	-0.5	-6	10&-3
CC(C)CNC(=O)NC(=O)COC(=O)C1CSC2(c3ccc(F)cc3)CCC(=O)N12 (centres undefined)	1	6	4	.	32	-0.8	1	-0.8	-2	-3
Cc1cccc(OCCC(=O)Nc2nnc(C)s2)c1	-1	-7	1	-3.2	13	-0.6	4	i	7	1
COc1cccc(C(O)c2nc(-c3cncnc3)cs2)c1 (centres undefined)	4	0	.	-0.3	.	.	.	0.1	.	.
COc1cccc(CNC(=O)CNS(=O)(=O)c2ccc(Br)s2)c1	7	0	-4	7.4	20	-1.2	-13	-0.2	6	-3
CCOC(=O)c1c(N)sc2c1CCCC2=O	36*	2	0	.	8	-2.2	11	-1.2	-1	-14
Cc1cc(N2CCc3ccccc32)n2ncnc2n1	26	-2	-4	.	.	4.7	4	-0.3	6	-18

Two successive records from above, quoted:
SMILES	GDH-TPI inh	FBA Mtb inh	SARS 3CLpro inh	Mtb BioA inh	DUSP3 inh	Mtb UGM inh	MazEF act	Vc quorum ag	Rv3671c inh	PriA SSB inh
CCOC(=O)c1c(N)sc2c1CCCC2=O	36*	2	0	.	8	-2.2	11	-1.2	-1	-14
Cc1cc(N2CCc3ccccc32)n2ncnc2n1	26	-2	-4	.	.	4.7	4	-0.3	6	-18

Further compounds follow.
SMILES	GDH-TPI inh	FBA Mtb inh	SARS 3CLpro inh	Mtb BioA inh	DUSP3 inh	Mtb UGM inh	MazEF act	Vc quorum ag	Rv3671c inh	PriA SSB inh
O=C1C2C3C=CC(C4CC34)C2C(=O)N1c1nccs1 (centres undefined)	10	1	5	.	0	-1.6	-5	-0.6	-12	-18
COc1ccccc1-n1c(-c2cc(-c3ccco3)[nH]n2)n[nH]c1=S	-5	3	-3	-0.8	24	1.6	0	-0.7	2	3
O=C(Cn1nnc(-c2ccccc2)n1)OCc1ccccc1	-3	3	2	-2.7	27	1.2	1	-3.7	14	-30
CCOc1ccc(C(=O)Nc2cccc3cccnc23)cc1	7	-2	-4	0.0	1	-1.2	-5	-0.5	-7	-4
COc1ccccc1NS(=O)(=O)c1cc(NC(=O)c2ccncc2)ccc1N1CCOCC1	3	-3	4	.	14	-3.4	8	i	-6	8
CCC(C)S(=O)(=O)c1snnc1C (centres undefined)	3	-2	-5	-2.1	11	0.1	9	1.8	-3	13
Cc1sc2nc(CSc3nc4ccccc4c(=O)n3CCCN3CCOCC3)[nH]c(=O)c2c1C	11	-3	6	-1.8	16	-0.1	-89	-7.5	0	-6
Cc1ccc([C@H]2N[C@]3(CCCN(Cc4ccc(F)cc4)C3=O)[C@H]3C(=O)N(C)C(=O)[C@@H]23)cc1	9	-1	.	0.4	.	.	-10	-0.7	.	.
COC(=O)C[C@H]1C=C[C@@H](C(C(=O)OC)C(=O)OC)CN1C(C)=O	4	0	.	0.1	.	.	5	-0.4	.	-5
O=C(NCc1ccccc1)C(c1ccccc1)N(C(=O)c1csnn1)c1ccccc1 (centres undefined)	-6	1	2	0.0	17	0.3	4	-3.8	-3	0
CC(=O)Nc1ccc(S(=O)(=O)NC(C)C(=O)NCC(c2ccco2)N2CCCCC2)cc1 (centres undefined)	-9	-1	.	-2.5	.	-1.1	1	-0.6	-6	-1
O=C(Nc1ccncc1)c1ccccc1Cl	6	3	1	-1.2	2	-0.6	13	0.0	-3	1
Cc1cnc(C(=O)OCC(=O)N2CCN(C(=O)c3ccco3)CC2)cn1	-6	2	6	1.3	22	-3.6	10	i	5	0
CC(=O)C1C(c2ccc([N+](=O)[O-])cc2)C2C(C)=NN=C2CC1(C)O (centres undefined)	5	-4	-3	.	16	1.1	7	i	0	2
O=C(Nc1ccc(Cl)c(Cl)c1)Nc1ccc([N+](=O)[O-])cn1	16	4	-2	-1.7	24	1.3	-10	-0.6	-13	-6
COc1ccc(CCN2CC(C(=O)NCCN3CCNC3=O)CCC2=O)cc1 (centres undefined)	1	2	-3	-1.7	-17	-1.5	-19	-0.3	-2	-3
Cc1nc(SCC(=O)NC2CCS(=O)(=O)C2)c2c3c(sc2n1)CCC3 (centres undefined)	-3	6	.	.	.	0.0	5	-3.8	0	-6
Cn1cc2cccc([N+](=O)[O-])c2n1	2	5	1	-1.3	22	1.3	-1	0.4	12	-11
CCCNC(=O)c1noc2c1CCc1cc(OC)ccc1-2	0	1	1	-2.0	10	0.9	10	-0.6	-5	-13
COc1cnc(-c2ccccn2)[nH]c1=O	6	-4	1	.	-14	-0.9	2	-0.2	-11	144*!
CCCC(=O)Nc1nnc(C2CCCO2)s1 (centres undefined)	1	7	5	.	6	2.1	19	1.0	-2	-21
Cc1ccc(O)c(Nc2ncnc3ccc([N+](=O)[O-])cc23)c1	18	1	0	-1.8	12	2.5	-7	i	-3	7
O=C(NCC(c1ccco1)N1CCN(c2ccccc2F)CC1)C(=O)NC1CCCCC1 (centres undefined)	3	2	.	-1.5	.	-0.3	-1	-1.2	3	-3
CCN(CC)S(=O)(=O)c1ccc(-c2ccc(S(=O)(=O)N(CC)CC)cc2)cc1	-4	1	-2	1.4	-28	-2.0	-5	6.9	6	-3
O=C1C2C3C=CC(C3)C2C(=O)N1Cc1ccc(CN2C(=O)C3C4C=CC(C4)C3C2=O)cc1 (centres undefined)	4	1	2	0.9	19	0.1	1	-0.4	-10	-14
CCc1nc2c(OCCOc3ccc(F)cc3)cccn2c1N(C)C(=O)c1ccc(OC)cc1	10	3	.	-0.2	.	.	.	-0.3	.	.
Nc1ccc(S(=O)(=O)Nc2nccs2)cc1N=Nc1ccccc1[N+](=O)[O-]	12	-6	.	.	.	.	-9	.	.	8
Cc1nc2ccccc2c(=O)n1/N=C/c1ccc(C(C)C)cc1	17	3	3	-1.0	5	-1.9	-6	-0.6	-13	.
CC(C)(C)NC(=O)C(c1ccccn1)N(C(=O)C1CSC(=O)C1)c1cccc(F)c1 (centres undefined)	8	4	1	.	18	1.9	-8	-0.2	3	-13
COc1ccc(NC(=O)c2cc3ccccc3o2)cc1	11	3	3	0.0	18	5.2	-3	-2.1	6	-13

Random excerpt: two entries already listed, in no set order.
SMILES	GDH-TPI inh	FBA Mtb inh	SARS 3CLpro inh	Mtb BioA inh	DUSP3 inh	Mtb UGM inh	MazEF act	Vc quorum ag	Rv3671c inh	PriA SSB inh
Cn1cc2cccc([N+](=O)[O-])c2n1	2	5	1	-1.3	22	1.3	-1	0.4	12	-11
Nc1ccc(S(=O)(=O)Nc2nccs2)cc1N=Nc1ccccc1[N+](=O)[O-]	12	-6	.	.	.	.	-9	.	.	8

Next section.
SMILES	GDH-TPI inh	FBA Mtb inh	SARS 3CLpro inh	Mtb BioA inh	DUSP3 inh	Mtb UGM inh	MazEF act	Vc quorum ag	Rv3671c inh	PriA SSB inh
COc1ccccc1/C=C(\NC(=O)c1ccc(OC)c(OC)c1)C(=O)Nc1ccc([N+](=O)[O-])cc1	36*	0	5	.	1	1.5	-4	-0.7	-25	2
Cc1ccc(CNC(=O)CSc2nnc3c(n2)[nH]c2ccc(F)cc23)cc1	-3	1	3	-0.9	6	-0.8	18	-0.5	8	-4
Cc1ccc(C(=O)CSc2nc(N)cc(=O)[nH]2)cc1	-2	1	1	-0.2	-13	0.3	-1	-0.5	1	1
COc1cc(C(CCN2CCOCC2)c2c(OC)cc(OC)c3c(C)cc(=O)oc23)cc(OC)c1OC (centres undefined)	27	4	.	-0.3	7	1.7	10	i	-14	-15
Cc1cccc(OCCCC(=O)Nc2nccs2)c1C	4	-1	-3	.	9	2.2	-3	-0.8	-13	-7
O=C(COC(=O)/C=C/c1cccc(C(F)(F)F)c1)NC(=O)NC1CCCC1	3	-1	.	-1.2	.	.	1	0.5	.	4
CC1Cc2ccccc2N1c1nc(C2CC2)nc2c1nnn2Cc1ccccc1 (centres undefined)	14	8	2	0.0	4	-0.7	-11	-0.3	6	-10
NCCSc1c(-c2ccc(F)cc2)[nH]c2ccccc12	4	16	-4	.	17	-0.7	5	i	4	6
CCCCCn1cnnc1SCC(=O)c1ccc2c(c1)OCO2	12	1	.	3.1	.	-0.3	6	0.0	6	-5
Cc1cccc(C(=O)NCC(=O)N2CCOCC2)c1	7	-2	5	-0.2	8	-0.9	-5	-1.1	-2	3
CC1CCCCC1NC(=O)CN(C)S(=O)(=O)c1cccc2nsnc12 (centres undefined)	8	1	0	.	5	1.8	9	-0.8	0	-29
O=C(CNS(=O)(=O)c1ccccc1)N/N=C/c1ccncc1	-5	1	.	-0.8	.	-5.5	5	1.6	2	.
Cc1c(Cl)cccc1NC(=S)N1CCC(N(C)CC2CCCO2)CC1 (centres undefined)	10	1	-3	-1.0	21	2.9	3	-0.2	3	-2
O=C(Cc1ccccc1)Nc1ccc2oc(-c3cccnc3)nc2c1	4	112*	0	1.6	9	-0.8	8	.	-3	-5
Brc1ccc2nc3c(n2c1)CCCC3	4	-1	1	0.1	1	0.3	4	-0.2	-6	-18
NC(=O)NCc1ccccc1	13	6	-1	1.5	18	3.0	4	-0.3	1	-6

A different layout for part of the listing above:
SMILES: Cc1cccc(OCCCC(=O)Nc2nccs2)c1C
- GDH-TPI inh: 4
- FBA Mtb inh: -1
- SARS 3CLpro inh: -3
- Mtb BioA inh: .
- DUSP3 inh: 9
- Mtb UGM inh: 2.2
- MazEF act: -3
- Vc quorum ag: -0.8
- Rv3671c inh: -13
- PriA SSB inh: -7

SMILES: O=C(COC(=O)/C=C/c1cccc(C(F)(F)F)c1)NC(=O)NC1CCCC1
- GDH-TPI inh: 3
- FBA Mtb inh: -1
- SARS 3CLpro inh: .
- Mtb BioA inh: -1.2
- DUSP3 inh: .
- Mtb UGM inh: .
- MazEF act: 1
- Vc quorum ag: 0.5
- Rv3671c inh: .
- PriA SSB inh: 4

SMILES: CC1Cc2ccccc2N1c1nc(C2CC2)nc2c1nnn2Cc1ccccc1 (centres undefined)
- GDH-TPI inh: 14
- FBA Mtb inh: 8
- SARS 3CLpro inh: 2
- Mtb BioA inh: 0.0
- DUSP3 inh: 4
- Mtb UGM inh: -0.7
- MazEF act: -11
- Vc quorum ag: -0.3
- Rv3671c inh: 6
- PriA SSB inh: -10

SMILES: NCCSc1c(-c2ccc(F)cc2)[nH]c2ccccc12
- GDH-TPI inh: 4
- FBA Mtb inh: 16
- SARS 3CLpro inh: -4
- Mtb BioA inh: .
- DUSP3 inh: 17
- Mtb UGM inh: -0.7
- MazEF act: 5
- Vc quorum ag: i
- Rv3671c inh: 4
- PriA SSB inh: 6

Some of the compounds tested; the hit share may differ from the screen's.
